# TRHR agonist = TRH receptor (human) agonism. activation, % at 2 µM. P34981. TRHR cells, calcium flux fluo-8, FDSS agonist mode. AID 493084. hit rate 0.18% among 360,000; in the data active = activation above about 30%; note: 0% is about no effect
# Target sequence (P34981 whole entry, looked up): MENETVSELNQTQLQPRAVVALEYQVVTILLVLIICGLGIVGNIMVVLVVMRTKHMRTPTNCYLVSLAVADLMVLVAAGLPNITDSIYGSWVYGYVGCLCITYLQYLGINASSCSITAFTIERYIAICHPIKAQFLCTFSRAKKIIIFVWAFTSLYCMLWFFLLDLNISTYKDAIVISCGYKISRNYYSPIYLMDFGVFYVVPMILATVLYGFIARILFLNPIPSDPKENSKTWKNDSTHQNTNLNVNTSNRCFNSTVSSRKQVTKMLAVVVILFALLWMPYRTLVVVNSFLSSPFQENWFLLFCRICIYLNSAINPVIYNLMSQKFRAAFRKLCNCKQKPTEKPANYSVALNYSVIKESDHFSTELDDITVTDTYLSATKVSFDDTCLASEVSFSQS
#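 TRHR-expressing cells loaded with fluo-8 calcium dye; 23 nL library compound pin-transferred, kinetic FDSS fluorescence (Ex 480/Em 530) recorded about 180 s for agonist-induced calcium release, before a 10 nM TRH EC20 addition for potentiator mode.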
# ERG Ets-DNA blk = inhibitors of human ERG Ets domain-DNA interaction | P11308 | fluorescence polarization, His-ERG Ets domain / labelled DNA | Potency, µM (highest dose often 76.9 µM), inactives show at the highest dose FP activity, negative = inhibition, most hits filed as inhibitors | hit rate 0.028% among 370,000; active = well fitted inhibition curve with a large enough effect in the polarisation, with a control signal flat; inconclusive = small, poorly fitted or top-dose-only effect, or effect the other way, or a change in a side signal; inactive = no such curve, though single readings can be large or run the other way; the % refers to the polarisation;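 note: polarization taken with two DNA probes labelled with fluorescein and Texas red; potency is the fitted concentration of half-maximal effect; % of control where 0% means no effect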
#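 His-tagged ERG Ets domain (1 uM in the protein solution; 300mM KCl, 50mM Tris-HCl, 1mM EDTA, 1mM DTT, pH 7.5) received compound, then a probe mix of 5 nM fluorescein-DNA and 100nM Texas-615-DNA. Fluorescence polarization was read for both dyes.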
# Apoferritin bind = binds horse apoferritin like a general anesthetic | apoferritin/1-aminoanthracene competitive binding, fluorescence | Potency, µM (series often up to 77.5 µM), without a hit: at the top dose activity change, negative = displacement, actives largely listed as inhibitors | AID 485281 | P02791 | hit rate 0.074% among 350,000; note: potency is the fitted concentration of half-maximal effect; % is set by controls: 0 for no effect and ±100 for the full control effect; nearly all actives have a fitted effect of over 20% in size
#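 Steps: apoferritin (10 uM) was premixed with half-saturated 1-AMA in PBS, compounds were pin-transferred, plates stood 10 min at room temperature, fluorescence was read at 380/535 nm, and curves were fitted with a Hill equation.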
# POLK inh = inhibitors of human DNA polymerase kappa | Potency, µM (series often up to 107 µM), inactives show at the top dose activity, negative = inhibition, actives largely listed as inhibitors | purified Pol kappa, fluorescent DNA synthesis assay, 10 min | Q9UBT6 | hit rate 0.53% among 400,000; note: potency is the fitted concentration of half-maximal effect; % is set by controls: 0 for no effect and ±100 for the full control effect
#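 Enzyme at 10 nM met test compounds for 15 min at room temperature. Substrate addition (50 nM final) began the reaction, which was monitored by fluorescence at 0 and 10 min.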
# Pol iota inh = inhibitors of human DNA polymerase iota; AID 588590; hit rate 1% among 390,000; Q9UNA4; Pol iota fluorescent replication assay, 10 min; Potency, µM (top dose mostly 115 µM), without a hit: at the top dose activity, negative = inhibition, hits mostly inhibitors; note: potency is the fitted concentration of half-maximal effect
#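 Fluorescent replication assay read twice, at 0 min and 10 min after adding 50 nM (final) substrate. Enzyme (10 nM) and compounds were first incubated 15 min at room temperature; enzyme-free buffer wells were negative controls.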
# POLB inh = inhibitors of human DNA polymerase beta; Potency, µM (doses to about 114 µM), inactives show at the highest dose activity change, negative = inhibition, hits mostly inhibitors; hit rate 1.3% among 340,000; Pol beta primer extension/strand displacement, fluorescence kinetic; P06746; AID 485314; note: potency is the fitted concentration of half-maximal effect; % is set by controls: 0 for no effect and ±100 for the full control effect
#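 Values derive from four-parameter Hill fits of normalized kinetic data: reads at 0 and 10 min following addition of 50 nM substrate to 10 nM Pol beta preincubated 15 min with compound.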
# BLM helicase inh = blocks DNA unwinding by human BLM helicase | AID 2528 | P54132 | Potency, µM (titrated, usually from 56.1 µM), inactives show at the top dose activity change, negative = inhibition, usual class: inhibitors | recombinant BLM DNA unwinding, fluorescence dequenching | hit rate 0.2% among 350,000;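 note: potency is the fitted concentration of half-maximal effect; plate controls were vehicle for no effect and no enzyme for full effect; nearly all actives have a fitted effect of over 35% in size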
# ALOX12 inh = inhibitors of human 12S-lipoxygenase ALOX12. P18054. purified 12hLO, xylenol orange hydroperoxide absorbance. Potency, µM (doses to about 108 µM), for the others: at the top dose activity change, negative = inhibition, usual class: inhibitors. hit rate 1.1% among 580,000. AID 1671190; note: potency is the fitted concentration of half-maximal effect; % is set by controls: 0 for no effect and ±100 for the full control effect
# Target sequence (P18054 whole entry, looked up): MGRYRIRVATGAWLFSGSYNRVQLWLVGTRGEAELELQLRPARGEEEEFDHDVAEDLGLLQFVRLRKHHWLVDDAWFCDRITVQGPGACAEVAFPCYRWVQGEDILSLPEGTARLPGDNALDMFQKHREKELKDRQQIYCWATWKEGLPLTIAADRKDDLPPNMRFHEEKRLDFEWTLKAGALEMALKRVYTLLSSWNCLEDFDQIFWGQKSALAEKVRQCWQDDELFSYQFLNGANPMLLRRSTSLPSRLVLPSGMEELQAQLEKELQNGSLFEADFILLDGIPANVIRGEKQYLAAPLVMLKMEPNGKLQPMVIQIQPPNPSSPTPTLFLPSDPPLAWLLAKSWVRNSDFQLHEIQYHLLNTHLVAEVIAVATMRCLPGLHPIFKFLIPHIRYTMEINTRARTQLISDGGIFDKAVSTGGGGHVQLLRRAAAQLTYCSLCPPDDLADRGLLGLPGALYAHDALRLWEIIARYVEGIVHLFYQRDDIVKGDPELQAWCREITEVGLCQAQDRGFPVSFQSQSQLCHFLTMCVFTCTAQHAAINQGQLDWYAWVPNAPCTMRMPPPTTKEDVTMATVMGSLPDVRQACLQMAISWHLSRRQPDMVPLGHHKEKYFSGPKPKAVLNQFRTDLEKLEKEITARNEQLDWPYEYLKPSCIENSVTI
#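 Purified human 12hLO at 150 nM in 25 mM Hepes, 0.01% Triton X-100, pH 7.0, preincubated 15 min at room temperature with compound. Reaction started with 40 uM arachidonic acid, 30 min at room temperature. Hydroperoxide measured by Fe-xylenol orange, 573/405 nm absorbance ratio.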
# APEX1 inh = APE1 (human) endonuclease inhibition; recombinant APE1, TAMRA/BHQ-2 abasic DNA cleavage fluorescence; hit rate 0.35% among 350,000; Potency, µM (series often up to 65.8 µM), without a hit: at the highest dose activity change, negative = inhibition, hits mostly inhibitors;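 note: potency is the fitted concentration of half-maximal effect; plate controls were vehicle for no effect and reference inhibitor for full effect; nearly all actives have a fitted effect of over 55% in size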
#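 Enzyme (0.75 nM final) and test compound are incubated 15 min at room temperature before adding 50 nM quenched THF abasic-site duplex. Cleavage dequenches TAMRA, followed at 525/598 nm over three reads one minute apart.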
# Numbers without * were called inactive; ? = inconclusive; . = not tested or not shown; & = joins results of further samples; [ ] = dose if it differs, or a comment. Unless noted, calls come from the whole dose curve; as a rule, active = well fitted curve in the direction sought with a large enough effect; inconclusive = small, poorly fitted or top-dose-only effect, or another doubt; inactive = no such curve, though single readings can be large; an effect the other way counts as inactive or inconclusive. This is a subset. The share of hits here may be higher or lower than overall.
entry	compound	TRHR agonist	ERG Ets-DNA blk	Apoferritin bind	POLK inh	Pol iota inh
1	COc1nnc(-c2ccc(N3CCCCC3)c(NC(=O)COc3ccccc3)c2)c2ccccc12	.	8%	.	-10%	-8%
2	CC1CCCC(NC(=O)C2CCN(S(=O)(=O)N3CCCCC3)CC2)C1C (stereo not given)	-0.2	-4%	-2%	-2%	1%
3	NN=C1C(=O)c2cccc3cccc1c23	.	7%	.	-7%	29%
4	Cn1c(=O)c2c(nc(CN3CCN(C(c4ccccc4)c4ccccc4)CC3)n2CC(N)=O)n(C)c1=O	-0.4	16%	-11%	0%	-1%
5	COc1ccc(C(=O)OCC(=O)Nc2c(C)n(C)n(-c3ccccc3)c2=O)cc1	.	-4%	.	7%	11%
6	Cc1c(C#N)c2ccccc2n1C	0.3	18%	-4%	9%	-11%
7	O=C(Cc1c[nH]c2ccccc12)NNC(=O)c1ccccc1	-0.1	-8%	-4%	-3%	17%
8	O=C(Cc1ccccc1)N1CCN=C1SCc1cccc([N+](=O)[O-])c1	-0.3	3%	?	-6%	24%
9	Cc1ccc(C(=O)N(c2ccccn2)C(C)c2ccco2)cc1 (stereo not given)	-0.1	-9%	-9%	-4%	4%
10	CCOc1ccc(N(C(=O)CNC(=O)c2ccco2)C(C(=O)NC2CCCC2)c2ccncc2)cc1 (stereo not given)	-0.3	-2%	-3%	-14%	24%
11	O=C(c1ccco1)N1CCN(Cc2nnnn2C2CCCCC2)CC1	-0.9	8%	3%	4%	135%[activator]
12	O=Cc1ccccc1-c1cn(CN2C(=O)c3ccccc3C2=O)nn1	0.2	4%	-16%	-14%&0%	8%&16%
13	Cc1ccc(-c2c3c(=O)n(C)c(=O)n(C)c3cn2Cc2ccccc2)cc1	-0.2	-8%	-22%	-6%	6%
14	Cc1cccc(NC(=O)NNC(=O)c2nn(C)cc2Br)c1	0.5	7%	-10%	-12%	21%
15	Oc1ccc(C(c2nnnn2C2CCCCC2)N2CCOCC2)cc1 (stereo not given)	0.8	-12%	-3%	-14%	93%[activator]

entry	POLB inh	BLM helicase inh	ALOX12 inh	APEX1 inh
1	.	.	0%	.
2	18%	-12%	1%	4%
3	.	.	-19%	.
4	?	-2%	-5%	2%
5	.	.	4%	19%
6	6%	-7%	38%[activator]	0%
7	-8%	2%	-9%	3%
8	0%	-7%	15%	-17%
9	?	0%	451%[activator]	-2%
10	2%	-2%	0%	-10%
11	0%	0%	-2%	81%[activator][12.4 µM]
12	-9%	-3%	4%	30%
13	1%	-7%	-21%	23%
14	38%	2%	8%	-22%
15	1%	-1%	-16%	1%

# Single values from the list.
# Result for COc1nnc(-c2ccc(N3CCCCC3)c(NC(=O)COc3ccccc3)c2)c2ccccc12 under Pol iota inh: -8%
# Result for O=C(c1ccco1)N1CCN(Cc2nnnn2C2CCCCC2)CC1 under Apoferritin bind: 3%
# Result for Cn1c(=O)c2c(nc(CN3CCN(C(c4ccccc4)c4ccccc4)CC3)n2CC(N)=O)n(C)c1=O under ERG Ets-DNA blk: 16%

# Other results.
entry	compound	TRHR agonist	ERG Ets-DNA blk	Apoferritin bind	POLK inh	Pol iota inh
16	CC(C)N1CC23C=CC(O2)C(C(=O)OCc2ccccc2)C3C1=O (stereo not given)	0.2	6%	-6%	-4%	-13%
17	Fc1ccc(-n2c(-c3ccc4c(c3)OCO4)n[nH]c2=S)cc1Cl	0.5	-5%	1%	-8%	8%
18	O=C(CSc1nc(=O)n(Cc2ccco2)c2c1CCC2)NCc1ccc(Cl)cc1	0.1	2%	?	2%[60.1 µM]	10%
19	c1ccc(-c2nc(N3CCNCC3)nc3ccccc23)cc1	-0.9	-4%	73%[activator]	-10%	3%
20	COc1cccc(CNC(=O)c2cc(S(=O)(=O)N3CCOCC3)cn2C)c1	0.5	24%	-4%	-7%	-12%
21	CCOC(=O)C1(CCOc2ccccc2)CCN(Cc2cc(OC)c(O)cc2Cl)CC1	0.3	0%	-10%	-8%	7%
22	Cc1ccccc1NC(=O)COc1ccc2c(c1)OC(C)(C)CC2=O	-1.4	-4%	-3%	8%	33%[activator]
23	Cn1ncc(Cl)c1C(=O)Nc1nnc(C2CC2)s1	0.2	-5%	-2%	-26%	100%[activator]
24	COCCCN(C(=S)NC(=O)C12CC3CC(CC(C3)C1)C2)c1c(N)n(Cc2ccccc2)c(=O)[nH]c1=O	0.1	-6%	?	0%	132%[activator]
25	O=C(CSc1n[nH]c(-c2ccccc2)n1)c1ccc(O)c(O)c1	0.1	-3%	-18%	25µM*	18µM*
26	O=C(CCCc1nc(-c2ccc(Cl)cc2)no1)NC1CCCC1	0.8	4%	-2%	2%	26%
27	CS(=O)(=O)N1CC2CCCN2c2ccc(C(F)(F)F)cc21 (stereo not given)	1.2	1%	-13%	-9%	17%
28	CSc1cccc(-n2nnc(-c3nsc(NC(=O)c4cccs4)n3)c2C)c1	-1.0	7%	-11%	7%	1%
29	Cn1nc(C(=O)Nc2cccc(Cl)c2)cc1C(=O)Nc1cccc(Cl)c1	0.4	-4%	9%	6%	6%
30	O=C(NCC1CCCO1)c1cc(C(=O)C2CC2)c[nH]1 (stereo not given)	0.2	0%	0%	-5%	16%

entry	POLB inh	BLM helicase inh	ALOX12 inh	APEX1 inh
16	0%	1%	7%[57.4 µM]	0%
17	12%	-1%	?	2%
18	2%	-4%	?	.
19	2%	0%	2%	14%
20	-5%	1%	19%	-4%
21	-10%	-4%	?	-3%
22	-5%	-1%	100%[activator]	-3%
23	38%	-1%	-7%	9%
24	10%	0%	14%	-7%
25	16µM*	-2%	2.5µM*	?
26	5%	-8%	-1%	6%
27	33%	-2%	-5%	?
28	4%	-1%	-14%	.
29	9%	-2%	4%	3%
30	-1%	1%	0%	0%

# Just ALOX12 inh and TRHR agonist, for 2 of the compounds above:
item	SMILES	ALOX12 inh	TRHR agonist
10	CCOc1ccc(N(C(=O)CNC(=O)c2ccco2)C(C(=O)NC2CCCC2)c2ccncc2)cc1 (stereo not given)	0%	-0.3
2	CC1CCCC(NC(=O)C2CCN(S(=O)(=O)N3CCCCC3)CC2)C1C (stereo not given)	1%	-0.2

# Marked active in POLK inh, of those listed so far:
cpd	SMILES	TRHR agonist	ERG Ets-DNA blk	Apoferritin bind	POLK inh	Pol iota inh	BLM helicase inh	ALOX12 inh	APEX1 inh
25	O=C(CSc1n[nH]c(-c2ccccc2)n1)c1ccc(O)c(O)c1	0.1	-3%	-18%	25µM*	18µM*	-2%	2.5µM*	?

# Other records
entry	compound	TRHR agonist	ERG Ets-DNA blk	Apoferritin bind	POLK inh	Pol iota inh
31	COc1cc(SC)ccc1C(=O)OC1CCOC1=O (stereo not given)	-0.3	-4%	-9%	-5%	53%[activator]
32	O=C(COC(=O)C1CCCCC1)Nc1ccc(N2CCCCC2)cc1	0.3	2%	?	-11%	-7%
33	Cc1noc(C)c1COc1ccc(C(=O)N2CCN(S(=O)(=O)c3cccc(F)c3)CC2)cc1	.	-1%	.	5%	-9%
34	Cc1oc(-c2ccccc2Cl)nc1CS(=O)CC(=O)NC1CC1 (stereo not given)	0.3	-3%	7%	2%	8%
35	COc1ccc(OCCn2ccnc2C)cc1	0.5	6%	-6%	-5%	138%[activator]
36	CC(C)CC(=O)Nc1nc2c(s1)CC(C(C)(C)C)CC2 (stereo not given)	-1.0	-2%	-8%	1%	-11%
37	O=C(Nc1ccnn1C1CCN(Cc2ccc(CO)o2)CC1)c1ccc2c(c1)OCO2	-0.3	0%	-9%	-22%	17%
38	COc1ccccc1CN(C(=O)c1ccco1)C(C(=O)NC1CCCC1)c1ccncc1 (stereo not given)	0.1	6%	-13%	-9%	14%
39	COc1ccc(OC)c(NC(=O)Nc2cc(NC(=O)Nc3cc(OC)ccc3OC)c(C)nc2C)c1	0.8	3%	-8%	-9%	163%[activator]
40	COc1ccc(C(=O)Nc2ccnn2C2CCN(Cc3cccnc3)CC2)cc1	-0.2	-2%	-2%	0%	-18%
41	O=C(Nc1nc(-c2cccc([N+](=O)[O-])c2)cs1)C(c1ccccc1)c1ccccc1	0.6	-9%	-17%	-16%	1%
42	CO/N=C/C(NC(=O)c1ccc(C(F)(F)F)cc1)C(=O)OC (stereo not given)	0.1	58%[activator]	-11%	-11%	137%[activator]
43	O=C1c2ccccc2C(=O)N1Cc1cccnc1	0.2	-1%	-10%	0%	-1%
44	COc1cc(C(=O)N2CCC(c3nc(-c4cccnc4)no3)CC2)cc(OC)c1OC	0.3	-24%	31%[activator]	-6%	15%[58.9 µM]
45	Cc1nc2ccc(S(=O)(=O)NCC(=O)NCc3ccc4c(c3)OCO4)cc2s1	-0.7	0%	-13%	-22%	9%
46	C=CCn1c(CNS(=O)(=O)c2ccc(Br)cc2)nnc1SC	-0.1	7%	-1%	8%	14%
47	CC(C)CCNC(=O)[C@H](CSCc1ccccc1)N1Cc2ccccc2C1=O	2.1	11%	-4%	3%	?

entry	POLB inh	BLM helicase inh	ALOX12 inh	APEX1 inh
31	-1%	2%	0%	-2%
32	12%	-3%	?	3%
33	.	.	-3%	36%
34	0%	2%	0%	12%
35	-20%	-6%	?	10%
36	25%	0%	-22%	.
37	8%	2%	136%[activator]	29%
38	21%	-6%	248%[activator]	-2%
39	-11%	-4%	-17%	6%
40	10%	0%	0%	33%
41	0%	-13%	-5%	3%
42	6%	-3%	2%	-1%
43	3%	0%	-5%	10%
44	4%	-2%	0%	5%
45	4%	6%	84%	-2%
46	-25%	-4%	-3%	29%
47	-7%	-8%	-1%	-1%
